High-throughput results (PubChem)
CCR6 antagonist = blocks CCL20-driven beta-arrestin recruitment at human CCR6. P51684. CHO-K1 CCR6 PathHunter beta-arrestin, luminescence, CCL20-stimulated. inhibition, % at 20 µM. 0.49% of 340,000 active. AID 493098;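 active = compounds whose inhibition of the agonist-driven luminescence signal at 20 µM reaches about 50%, limit read from the data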;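 note: cells stimulated with CCL20 at 14 nM final; plate controls were DMSO with CCL20 for no effect and DMSO without agonist for full effect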
APJ antagonist = blocks the human apelin receptor APJ; 0.32% of 330,000 active; CHO-K1 APJ beta-arrestin complementation, luminescence; P35414; inhibition, % at 20 µM; AID 2521;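 active = inhibition above about 40% at 20 µM, limit read from the data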;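 note: cells challenged with 10 nM apelin-13 agonist together with compound; plate controls were apelin-13 plus DMSO wells for no effect and DMSO wells lacking apelin-13 for full effect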
EBI2 block = blocks human EBI2 receptor beta-arrestin signaling | EBI2 beta-arrestin recruitment, luminescence, 7a,25-OHC stimulated | P32249 | inhibition, % at 5 µM | 0.81% of 360,000 active; in the data active = inhibition above about 38%;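 note: enzyme fragment complementation signal reports receptor beta-arrestin coupling in cells; 0% = agonist plus DMSO wells and 100% = wells without agonist; some results beyond the cut were filed as inactive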
Mdm2-MdmX inh = inhibitors of human Mdm2/MdmX interaction; SaOS-2 split-luciferase Mdm2/MdmX complementation, luminescence; AID 485346; 3% of 330,000 active; O15151+Q00987; inhibition, % at 8 µM;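 active = inhibition of at least 50% at 8 µM in the primary screen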
Target sequence (O15151 whole entry, looked up): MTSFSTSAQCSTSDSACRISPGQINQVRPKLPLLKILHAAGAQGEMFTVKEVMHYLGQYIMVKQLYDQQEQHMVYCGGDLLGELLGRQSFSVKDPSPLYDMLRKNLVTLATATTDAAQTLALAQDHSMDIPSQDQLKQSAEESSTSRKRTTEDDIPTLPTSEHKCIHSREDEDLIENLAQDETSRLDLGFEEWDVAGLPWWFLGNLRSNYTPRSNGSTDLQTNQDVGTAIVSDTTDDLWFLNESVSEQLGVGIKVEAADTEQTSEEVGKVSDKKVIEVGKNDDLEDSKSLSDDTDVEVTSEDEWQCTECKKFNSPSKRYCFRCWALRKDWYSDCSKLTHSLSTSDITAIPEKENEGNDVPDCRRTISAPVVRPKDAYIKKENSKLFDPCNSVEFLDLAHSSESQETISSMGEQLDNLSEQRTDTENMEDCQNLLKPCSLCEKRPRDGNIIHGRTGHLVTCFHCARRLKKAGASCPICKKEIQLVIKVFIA
Target sequence (Q00987 whole entry, looked up): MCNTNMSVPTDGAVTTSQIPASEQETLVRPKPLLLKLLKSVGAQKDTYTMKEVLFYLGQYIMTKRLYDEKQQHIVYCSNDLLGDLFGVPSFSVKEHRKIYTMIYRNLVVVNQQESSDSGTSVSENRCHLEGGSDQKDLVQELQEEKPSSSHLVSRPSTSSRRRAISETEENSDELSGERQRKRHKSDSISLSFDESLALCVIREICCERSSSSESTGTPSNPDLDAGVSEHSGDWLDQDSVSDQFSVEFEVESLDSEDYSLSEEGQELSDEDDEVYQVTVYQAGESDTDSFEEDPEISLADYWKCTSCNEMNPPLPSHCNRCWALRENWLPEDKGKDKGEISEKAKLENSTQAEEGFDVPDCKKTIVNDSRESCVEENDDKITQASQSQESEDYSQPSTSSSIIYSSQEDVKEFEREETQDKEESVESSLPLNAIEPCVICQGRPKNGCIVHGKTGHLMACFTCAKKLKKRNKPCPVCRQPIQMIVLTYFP
tim23-1 inh = inhibits growth of tim23-1 mutant yeast | S. cerevisiae tim23-1 growth, BacTiter-Glo luminescence, 24 h | inhibition, % at 20 µM | 1.3% of 330,000 active | AID 463212;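 active = growth inhibition of the mutant yeast at or above 50%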;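 note: temperature-sensitive mutant grown at 25 °C; plate controls were DMSO-treated mutant yeast for no effect and medium wells lacking yeast for full effect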
APJ ag = agonists of human APJ apelin receptor | AID 2520 | 0.11% of 330,000 active | P35414 | activation, % at 20 µM | CHO-K1 APJ PathHunter beta-arrestin, luminescence; 0% DMSO wells, 100% apelin;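 active = activation more than six SD over the plate average, tested at 20 µM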;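 note: 0% = DMSO alone and 100% = apelin-13 at 10 nM; some results filed as inactive read as strong as hits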
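Assay system: engineered CHO-K1 APJ arrestin reporter cells; Amount: 1000 CHO-K1 reporter cells seeded per well; Dosing: one dose, 20 µM compound, 1% DMSO; Times: compound stimulation 90 min at 25 °C, detection 60 min; Measured by: luminescent beta-gal fragment complementation, chemiluminescent substrate; Read-out: APJ–arrestin association signal; Controls: DMSO vs Apelin-13 10 nM.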
XBP1 UPR activ = adaptive UPR (XBP1) activation. activation, % at 20 µM. 0.33% of 330,000 active. CHO-XBP1 luciferase reporter, IRE1-XBP1 UPR activation, luminescence; percent of tunicamycin response, DMSO as zero;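 active = versus positive control, 20 µM dose yields 30% or more activation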;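 note: 100% = tunicamycin at 10 µg/mL and 0% = DMSO only wells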
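Signal: luciferase luminescence; Assay system: CHO-XBP1 luciferase reporter cells; Amount: one thousand reporter cells per well; Dosing: 20 µM single concentration, DMSO 1%; Benchmarks: high control tunicamycin 10 µg/mL final, low control DMSO vehicle only; Schedule: 6 h compound exposure at 37 °C, 5% CO2; Evaluation: percent activation relative to tunicamycin reference.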
UPR CHOP act = activators of apoptotic arm of unfolded protein response (CHOP) | CHO-CHOP luciferase reporter, UPR activation, luminescence; percent of tunicamycin response over DMSO baseline | activation, % at 10 µM | 0.34% of 330,000 active | AID 449763;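 active = at 10 µM dose, activation of 40% or more, normalized to positive control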;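 note: 100% = tunicamycin at 10 µg/mL and 0% = DMSO alone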
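Assay system: CHO-CHOP cells, stable luciferase reporter of PERK-eIF2a-CHOP signalling / Buffer or medium: F12 plus 10% serum / Compound dosing: one dose, 10 µM in 0.5% DMSO / Times: 6 h compound treatment, 37 °C / Technique: luciferase luminescence / Read-out: % reporter activation, DMSO baseline versus tunicamycin full activation / Benchmarks: tunicamycin and DMSO controls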
CXCR6 block = CXCR6 (human) receptor inhibition | O00574 | CHO-K1 PathHunter CXCR6 beta-arrestin, luminescence | AID 602244 | inhibition, % at 20 µM | 0.36% of 360,000 active; in the data active = inhibition above about 34%, passing the limit was not always enough;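 note: antagonist mode with CXCL16 agonist at 10 nM final; 0% = 10 nM CXCL16 with DMSO and 100% = unstimulated wells without agonist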
Active calls of the source: *; · = no result given. These rows are one share of the data (hit frequency here may not be typical).

SMILES	CCR6 antagonist	APJ antagonist	EBI2 block	Mdm2-MdmX inh	tim23-1 inh	APJ ag	XBP1 UPR activ	UPR CHOP act	CXCR6 block
CCOc1ccc(C2C3=C(Nc4nc(N)[nH]c(=O)c42)c2ccccc2C3=O)cc1 (configuration not stated)	39.5	-3.9	3.0	18.4	9.6	0.1	-1.6	4.8	32.4
COC(=O)c1cc(OC)c(OC)cc1NC(=S)NC(=O)c1ccco1	11.5	2.7	-0.5	17.4	18.7	-0.4	0.7	5.9	-2.5
O=C(c1ccco1)N1CCN(S(=O)(=O)c2ccc(Cl)cc2)CC1	1.9	-0.5	-3.0	10.5	19.7	1.6	-4.6	0.7	8.7
CCC12CN3CCN(CC(C3)/C1=N\NC(=O)c1ccc(Cl)cc1)C2	4.9	9.6	-11.8	19.9	7.2	-0.1	-1.9	-2.2	4.1
O=C(Nc1ccc(OC(F)(F)F)cc1)c1ccc2c(c1)no[n+]2[O-]	4.5	-48.1	23.9	19.0	42.8	14.1	2.2	61.0*	-8.2
O=C(O)c1ccc(NC(=O)c2cccc(C(=O)Nc3ccc(C(=O)O)cc3)n2)cc1	-0.7	20.3	6.5	-26.7	-3.6	0.2	-1.6	2.1	-1.7
CN(CC(=O)Nc1cc(Cl)ccc1C#N)C1CCS(=O)(=O)C1 (configuration not stated)	7.2	1.8	-3.8	2.1	-6.8	-3.8	-0.1	-1.0	-0.3
Cc1ccc(NC(=O)COc2ccc(N(C)C(=O)C(C)(C)C)cc2)cc1S(=O)(=O)N1CCCCC1	5.5	-17.6	-14.3	43.5	4.7	1.5	-2.6	9.3	-9.2
COc1cc2cnc(-c3ccccc3)c(-c3ccc(C(F)(F)F)cc3)c2cc1OC	21.0	2.0	27.4	30.2	28.5	-2.6	-1.0	0.0	14.6
CC(C)N1CCN(Cc2ccc(Oc3ncccn3)cc2)CC1CCO (configuration not stated)	-1.8	-27.7	-4.3	2.3	10.7	-2.0	-0.8	0.8	-9.1
COc1ccc(C(=O)NNC(=O)Cc2nc3ccccc3n2C)cc1	-2.4	-0.9	-4.5	2.8	12.2	-3.8	-2.3	0.3	-1.2
CCOc1ccc(S(=O)(=O)Nc2ccc(C(=O)NCC(c3ccco3)N3CCCCC3)cc2)cc1 (configuration not stated)	-1.9	-56.1	6.2	15.8	1.9	13.4	2.3	-1.9	4.0
CCCCn1c(-c2ccccc2C)nc2cc3[nH]c(=O)c(C(C)C)nc3cc21	4.5	-52.2	13.1	21.3	26.9	13.8	6.4	-1.2	-12.8
Cc1ccc(NC(=S)N(Cc2cccc(Br)c2)CC2CCC(C(=O)O)CC2)cc1Cl (configuration not stated)	0.5	3.1	-12.3	-6.8	40.1	-1.8	-4.5	0.3	-0.7
O=C(O)c1ccccc1-c1ccccc1C(=O)NCc1ccco1	2.6	-1.7	-10.0	7.5	2.3	-5.6	2.5	0.1	-2.4
Cn1c(C(=O)N2CCCC(C(=O)NCc3cccs3)C2)cc2sccc21 (configuration not stated)	11.1	11.5	18.7	17.8	5.4	-3.1	-4.1	-2.2	5.6
COc1ccc(CCNS(=O)(=O)c2cccc3nsnc23)cc1OC	-2.9	-8.2	-7.3	-12.9	-0.7	-1.4	-3.2	-2.0	3.6
CC(=O)OC[C@]12CC[C@H]3[C@@](C)(CC[C@H]4C(C)(C)CCC[C@]34C)[C@@H]1C[C@H](C1=CC(=O)O[C@@H]1OC(C)=O)O2	·	0.2	·	63.4*	31.6	11.2*	-8.3	24.1	·
CC(NC(=O)COc1ccccc1)C(=O)NC1=NCCS1 (configuration not stated)	0.9	-13.3	-5.1	15.3	13.6	-0.3	2.4	-1.5	3.6
CCOC(=O)CCc1c(C)nc2ncnn2c1C	-4.9	2.6	-4.5	-11.6	-3.0	-0.2	0.7	-1.0	1.4
COc1ccc(Cl)cc1N/C(N)=N/c1nc(CSc2ccc(C)cc2)cc(=O)[nH]1	8.2	-20.6	10.4	3.9	6.7	0.7	1.8	4.0	-3.3
Cn1c(NC(=O)c2ccccc2)cc(=O)n(C)c1=O	3.5	-2.9	-11.1	22.0	-2.2	-2.4	-0.8	-2.6	0.2
CC1CCC(C(C)C)C(OC(=O)COC(=O)c2cc(O)ccc2N)C1 (configuration not stated)	-18.6	-37.6	-9.6	22.4	40.9	2.2	26.0	23.2	-17.9
CCCc1nnc(NC(=O)CSc2nc3ccccc3[nH]2)s1	14.0	10.2	3.2	-21.5	-4.0	-1.9	0.2	1.5	6.0
S=C(NCCc1ccc(Cl)cc1)NC1CC1	7.9	-0.6	-16.5	8.6	19.1	-2.1	1.1	4.8	-1.7

Next section.
SMILES	CCR6 antagonist	APJ antagonist	EBI2 block	Mdm2-MdmX inh	tim23-1 inh	APJ ag	XBP1 UPR activ	UPR CHOP act	CXCR6 block
N=C1C=CC=C2C1=NC1(CCCCC1)N2O	5.5	-13.3	-6.7	9.4	12.4	-0.3	4.0	0.7	1.5
C=C(C)c1cccc(C(C)(C)NC(=O)N2CCN(c3ccc(OC)cc3)CC2)c1	12.0	2.0	4.8	7.6	-3.4	-3.5	1.2	-1.6	-1.5
CCOc1cc(C2C3=C(CCCC3=O)NC3=C2C(=O)CCC3)cc(Cl)c1O	4.7	3.3	10.6	-3.3	10.2	2.3	-0.2	-2.0	-14.7
CCOc1ccc(OCCC(=O)N(CC)CC(=O)Nc2ccccc2C(F)(F)F)cc1	9.8	15.5	7.3	30.2	18.5	1.8	1.1	-0.1	-1.0
O=C(NCCCO)/C(=C/c1ccc(-c2cccc([N+](=O)[O-])c2)o1)NC(=O)c1ccccc1	2.0	-0.7	-8.6	22.9	13.3	-3.6	-2.3	-0.3	-10.2
COc1ccc(CC(=O)Nc2nnc(-c3cccc([N+](=O)[O-])c3)s2)cc1	0.6	-1.2	-1.1	8.3	-10.7	-4.8	0.2	-0.3	0.0
Fc1ccc(-n2c(=S)[nH]c3cccnc32)cc1	-11.0	3.6	-8.4	-7.3	4.9	-2.7	-0.1	-0.5	2.9
O=C(N/N=C/c1ccncc1)c1cnccn1	4.8	5.8	-7.9	15.1	-8.9	-4.1	-0.3	-1.2	-2.1
COc1cc(OC)nc(NC(=O)CSc2nnc(-c3ccccc3)n2C2CCCCC2)n1	-2.2	13.8	3.9	39.4	15.6	-3.8	-4.8	-5.3	-1.3
COc1ccc(NC(=O)CN2CCN(c3ccccn3)CC2)cc1Cl	15.9	2.2	5.8	-1.3	11.4	-2.3	-1.5	0.8	-7.3
Cc1cccc(NC(=O)C2CCCN2C(=O)NC2CCCCC2)c1 (configuration not stated)	-11.1	5.1	-8.0	3.3	2.2	-2.2	-0.4	-0.4	1.3
Cc1ccc(SCC(=O)NNC(=O)CCS(=O)(=O)c2ccc(C)cc2)cc1	8.4	-4.1	-4.0	20.1	5.4	1.3	-1.3	-0.7	-4.5
CCCn1nc(NC(=O)C2CCCO2)c2cc3cccc(C)c3nc21 (configuration not stated)	-13.8	11.8	-2.5	7.9	51.6*	-2.6	-2.2	0.4	0.2
NC(=O)CN1CCOCCOCCN(CC(N)=O)CCOCCOCC1	-6.4	-8.7	3.2	25.9	1.3	1.2	0.1	-0.9	-4.5
O=C(CN1C(=O)C2C3C=CC(C4CC34)C2C1=O)Nc1cnc2ccccc2c1 (configuration not stated)	16.8	2.1	13.0	-6.4	12.8	2.1	3.1	7.6	-3.0
CC1(C)Cc2c(sc3ncn(N)c(=N)c23)CO1	12.5	-28.7	-0.9	-20.4	26.1	0.1	0.9	-1.9	-9.1
COC(=O)Cc1cnc(NC(=O)C2C3CCC(C3)C2C(=O)O)s1 (configuration not stated)	1.5	1.4	-12.0	47.6	-2.8	-1.7	1.6	-1.3	1.3
CCOC(=O)C1=C(CS(=O)(=O)c2ccc(C)cc2)NC(=O)NC1c1cc(OC)c(OC)c(OC)c1 (configuration not stated)	-1.6	-12.9	-14.3	11.3	5.9	0.1	-3.9	-1.3	1.7
Cc1ccc(C)c(NC(=O)Cn2c([N+](=O)[O-])cnc2C)c1	4.9	-3.4	1.8	-6.4	28.1	10.2	-1.7	-1.4	1.4
O=C1CCCc2[nH]nc(-c3cccnc3)c21	-1.4	-9.5	-1.9	20.8	1.5	-1.0	1.4	1.0	-0.2
O=C(c1cc(-c2ccccc2)on1)N1CCc2ccccc2C1	15.8	-1.5	-5.2	-11.1	-0.1	-2.8	1.1	-1.3	2.6
CCOc1ccc(S(=O)(=O)Nc2ccc(OC)nc2)cc1	3.4	-21.4	-7.5	-9.3	2.8	-0.6	2.6	0.0	-5.8
C[C@H](CO)N1C[C@H](C)[C@@H](CN(C)S(C)(=O)=O)Oc2c(NC(=O)C3CC3)cccc2C1=O	-0.5	5.6	-7.1	18.0	-9.3	-1.9	0.5	-1.9	0.2
COC(=O)[C@H](Cc1ccccc1)NC(=O)NCC1CCCO1 (some centres not stated)	-7.3	6.1	-14.0	16.8	-8.0	-2.3	-3.2	-0.8	-7.7
COC(=O)C1=C(O)C(C(=O)OC)C(c2ccc(C)cc2)C(C#N)(C#N)C1c1ccc(C)cc1 (configuration not stated)	6.7	15.7	-4.5	34.0	-6.9	-1.9	6.5	9.9	4.8
COc1c2occc2cc2ccc(=O)oc12	-0.8	1.4	-4.8	14.7	7.2	-2.3	-2.5	1.2	-1.8
COC(=O)[C@@]1(Cc2ccc(OC)cc2)[C@H]2c3cc(C(=O)N4CCCC4)n(CCn4cc([N+](=O)[O-])nc4C)c3C[C@H]2CN1C(=O)c1ccccc1	10.7	0.8	-11.8	-2.9	11.8	4.5	3.6	1.6	7.1
COC(=O)N/N=C(\CCC(=O)O)c1cccs1	12.0	6.5	-4.7	3.0	9.0	-2.1	-0.7	-0.5	0.3

Compound profiles, from the list above:
COC(=O)[C@@]1(Cc2ccc(OC)cc2)[C@H]2c3cc(C(=O)N4CCCC4)n(CCn4cc([N+](=O)[O-])nc4C)c3C[C@H]2CN1C(=O)c1ccccc1 reads CCR6 antagonist = 10.7; APJ antagonist = 0.8; EBI2 block = -11.8; Mdm2-MdmX inh = -2.9; tim23-1 inh = 11.8; APJ ag = 4.5; XBP1 UPR activ = 3.6; UPR CHOP act = 1.6; CXCR6 block = 7.1
CCCn1nc(NC(=O)C2CCCO2)c2cc3cccc(C)c3nc21 (configuration not stated) reads CCR6 antagonist = -13.8; APJ antagonist = 11.8; EBI2 block = -2.5; Mdm2-MdmX inh = 7.9; tim23-1 inh = 51.6*; APJ ag = -2.6; XBP1 UPR activ = -2.2; UPR CHOP act = 0.4; CXCR6 block = 0.2
